Bioassay records: PubChem BioAssay, several laboratories
NR5A2 inv ag: NR5A2 inverse agonism in reporter assay. O00482. HEK293T StAR-luciferase reporter, LRH-1 transfected, 24 h. inhibition, % at 3.6 µM. hit rate 0.13% among 360,000. AID 602396;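 active means inhibition above the mean inhibition of all tested compounds plus 3 SD, cut at about 73% in these data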;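 further: 0% = DMSO wells and 100% = reporter-only cells lacking LRH-1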
Target sequence (O00482 whole entry, looked up): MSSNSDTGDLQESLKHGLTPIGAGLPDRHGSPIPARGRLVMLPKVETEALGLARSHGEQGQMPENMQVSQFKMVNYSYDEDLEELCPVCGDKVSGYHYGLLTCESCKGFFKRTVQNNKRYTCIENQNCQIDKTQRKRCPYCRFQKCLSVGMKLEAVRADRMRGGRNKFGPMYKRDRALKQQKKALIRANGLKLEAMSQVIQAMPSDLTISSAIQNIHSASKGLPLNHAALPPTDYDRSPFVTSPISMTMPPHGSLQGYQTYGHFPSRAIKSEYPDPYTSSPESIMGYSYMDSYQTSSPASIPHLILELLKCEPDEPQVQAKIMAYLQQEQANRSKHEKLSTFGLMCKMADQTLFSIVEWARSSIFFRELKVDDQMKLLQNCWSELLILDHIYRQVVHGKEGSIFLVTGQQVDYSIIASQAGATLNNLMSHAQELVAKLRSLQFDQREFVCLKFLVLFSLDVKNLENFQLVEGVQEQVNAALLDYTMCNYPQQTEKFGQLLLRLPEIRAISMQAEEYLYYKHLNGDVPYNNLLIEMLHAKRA
MC4R antag cAMP: blocks human MC4R cAMP signaling; P32245; MC4R-expressing cells, MTII-stimulated cAMP, LANCE TR-FRET; inhibition, % at 6.5 µM; hit rate 0.48% among 360,000; AID 540295;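 active means inhibition above its plate's cutoff, the mean of tested wells on that plate plus 3 SD, cut at about 29% in these data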;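 further: 0% = Melanotan II alone and 100% = Melanotan II plus saturating MCL0020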
Target sequence (P32245 whole entry, looked up): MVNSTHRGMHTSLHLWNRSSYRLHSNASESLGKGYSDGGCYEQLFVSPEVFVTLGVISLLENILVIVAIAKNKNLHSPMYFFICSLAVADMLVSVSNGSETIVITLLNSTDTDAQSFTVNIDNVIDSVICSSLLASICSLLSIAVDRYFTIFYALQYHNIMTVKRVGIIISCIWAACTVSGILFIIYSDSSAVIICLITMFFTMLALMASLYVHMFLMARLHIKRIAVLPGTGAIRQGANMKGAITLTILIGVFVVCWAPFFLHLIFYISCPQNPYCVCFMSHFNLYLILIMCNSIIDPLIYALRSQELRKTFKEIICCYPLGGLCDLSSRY
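Assay system: U2OS cells stably expressing human melanocortin 4 receptor (MC4R) / Dosing: 6.5 µM / Timing: compound 30 min, challenge 1 h, detection 1 h / Measured by: Eu-cAMP/anti-cAMP TR-FRET, emission 671 nm / Replicates: singlicate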
SRC2 inh: human SRC2 (NCOA2) inhibition. HEK293 GAL4-SRC2 luciferase reporter, luminescence. AID 651957. hit rate 0.17% among 370,000. inhibition, % at 9 µM;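 active means inhibition above the mean inhibition of all tested compounds plus 3 SD, set per campaign, cut at about 52% in these data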;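 further: 0% = DMSO treated cells and 100% = cells given Gossypol at 36 µM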
NR2F2 inh: blocks human COUP-TFII nuclear receptor. P24468. HEK293T NGFI-A luciferase reporter, luminescence. hit rate 0.7% among 370,000. inhibition, % at 8.6 µM. AID 686940;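 active means inhibition above a per-plate cutoff, mean inhibition of test wells between control levels plus 3 SD, cut at about 38% in these data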;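 further: cells cotransfected with COUP-TFII expression vector driving the NGFI-A reporter; 0% = median of COUP-TF2 test wells and 100% = reporter-only cells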
EBV LMP1 NFkB: inhibitors of Epstein-Barr LMP1-induced NF-kappaB reporter; AID 504558; hit rate 0.69% among 350,000; LMP1-induced NF-kappaB luciferase reporter cells, luminescence; inhibition, % at 12.5 µM; in the data active means inhibition above about 41%;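 further: 0% = neutral control wells and 100% = reference inhibitor control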
SRC3 inh: human NCOA3 inhibition. hit rate 0.17% among 360,000. Q9Y6Q9. HEK293 GAL4-SRC3 luciferase reporter, luminescence. inhibition, % at 3.6 µM;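 active means inhibition above a per-campaign cutoff, the mean of all compounds plus 3 SD, cut at about 60% in these data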;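 further: 0% = DMSO-treated cells and 100% = gossypol-treated cells at 36 µM; higher means less SRC3-driven luciferase light from the GAL4 reporter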
ABHD5-PLIN5 inh: inhibitors of human ABHD5-perilipin-5 interaction; Q00G26+Q8WTS1; Split G. princeps luciferase complementation, luminescence, 4 h; inhibition, % at 4 µM; hit rate 0.78% among 360,000; AID 602281;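 active means inhibition above the mean inhibition across every tested compound plus 3 SD, cut at about 22% in these data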;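 further: 0% = DMSO only wells and the 100% control is not disclosed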
TLR9-MyD88 block: blocks human TLR9 binding to MyD88. Q9NR96+Q99836. CHO BLA complementation TLR9-MyD88, CCF4 FRET ratio. inhibition, % at 4.98 µM. hit rate 0.21% among 340,000. AID 504734;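 active means inhibition above the mean over all tested compounds plus 3 SD, cut at about 21% in these data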;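 further: 0% = DMSO only wells and 100% = clavulanate BLA inhibitor control wells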
MC4R barr agon: activates human MC4R beta-arrestin recruitment | P32245 | U2OS MC4R beta-arrestin complementation, luminescence; percent of melanotan II response, DMSO zero | activation, % at 8.9 µM | hit rate 0.98% among 360,000 | AID 540308;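 active means activation above a per-plate cutoff, the mean activation of sample wells on that plate plus 3 SD, cut at about 8% in these data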
NOD2-RIPK2 inh: blocks binding of human NOD2 to RIPK2 | O43353 | CHO BLA complementation NOD2-RIPK2, CCF4 ratio | hit rate 0.38% among 360,000 | inhibition, % at 4.98 µM; in the data active means inhibition above about 21%;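 further: 0% = vehicle only and 100% = reference blocker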
SRC1 inh: inhibits human SRC1 coactivator | Q15788 | inhibition, % at 3.6 µM | HEK293 GAL4-SRC1 luciferase reporter, luminescence | hit rate 0.12% among 360,000;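 active means inhibition above the campaign mean plus 3 SD, with each screening campaign given its own cutoff, cut at about 60% in these data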;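 further: 0% = DMSO treated cells and 100% = gossypol at 36 µM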
* hit, by the source's call; / = not tested or not shown.

SMILES	NR5A2 inv ag	MC4R antag cAMP	SRC2 inh	NR2F2 inh	EBV LMP1 NFkB	SRC3 inh	ABHD5-PLIN5 inh	TLR9-MyD88 block	MC4R barr agon	NOD2-RIPK2 inh	SRC1 inh
CCCc1ccc(O)c(N=Cc2cc(Br)cc(OCC)c2O)c1	4	15	-2	8	4	9	-1	-1	12*	-7	-26
O=C1C2CCCN2c2ccc(S(=O)(=O)N3CCOCC3)cc2N1Cc1ccccc1F (stereo unspecified)	-4	2	/	/	36	0	-4	-1	-1.7	-6	0
CC(OC(=O)CCc1nc2ccccc2c(=O)[nH]1)C(=O)Nc1ccc2c(c1)OCO2 (stereo unspecified)	3	18	-10	9	5	-11	2	-2	-1.2	0	-7
C=CCn1c(N)c(C(=O)NCc2ccco2)sc1=S	-7	6	-24	-8	3	-7	-4	0	-2.5	-8	-2
COc1cccc(NC(=O)CN(C)C(=O)c2cc(-c3ccccc3)nn2-c2ccccc2)c1	-5	5	9	18	-10	-9	6	4	-0.8	0	6
CC(NC(=O)NC(=O)c1cccc(Cl)c1)c1ccccc1 (stereo unspecified)	10	1	-38	8	2	8	0	-13	-0.8	-13	-40
CS(=O)(=O)Nc1ccc(C(=O)Nc2ccc(S(=O)(=O)N3CCCCC3)cc2)cc1	-20	11	-24	15	-6	-13	1	10	-2.1	9	-10
CCCC1=C(C(=O)OCC)C(c2ccc(NC(C)=O)cc2)NC(=O)N1 (stereo unspecified)	11	-3	-10	17	1	14	-2	2	0.8	-13	8
O=C(NCc1cccnc1)c1cc(C2CCCN(S(=O)(=O)c3cccc4cccnc34)C2)on1 (stereo unspecified)	-3	-1	15	14	/	-17	5	/	1.0	5	8
Oc1cccc(/C=N/NC(=S)Nc2cccnc2)c1O	-32	1	5	-59	3	-14	0	8	-1.0	-5	-29
Cc1nc(NC(=O)/C=C/c2ccccc2)sc1C(=O)N1CCCCC1	-9	3	-34	4	-6	-5	3	-12	-1.0	5	3
Cc1ccc(C2=CSC3=NCCN23)cc1	-6	-2	-28	17	-3	17	1	6	1.2	-17	9

Some of the entries so far, with each value named:
Structure: COc1cccc(NC(=O)CN(C)C(=O)c2cc(-c3ccccc3)nn2-c2ccccc2)c1
  NR5A2 inv ag = -5 | MC4R antag cAMP = 5 | SRC2 inh = 9 | NR2F2 inh = 18 | EBV LMP1 NFkB = -10 | SRC3 inh = -9 | ABHD5-PLIN5 inh = 6 | TLR9-MyD88 block = 4 | MC4R barr agon = -0.8 | NOD2-RIPK2 inh = 0 | SRC1 inh = 6

Structure: O=C(NCc1cccnc1)c1cc(C2CCCN(S(=O)(=O)c3cccc4cccnc34)C2)on1 (stereo unspecified)
  NR5A2 inv ag = -3 | MC4R antag cAMP = -1 | SRC2 inh = 15 | NR2F2 inh = 14 | EBV LMP1 NFkB = / | SRC3 inh = -17 | ABHD5-PLIN5 inh = 5 | TLR9-MyD88 block = / | MC4R barr agon = 1.0 | NOD2-RIPK2 inh = 5 | SRC1 inh = 8

(continued)
SMILES	NR5A2 inv ag	MC4R antag cAMP	SRC2 inh	NR2F2 inh	EBV LMP1 NFkB	SRC3 inh	ABHD5-PLIN5 inh	TLR9-MyD88 block	MC4R barr agon	NOD2-RIPK2 inh	SRC1 inh
COc1ccc(-c2cc(CCCC(=O)NCCc3cc(OC)ccc3OC)no2)cc1	-3	-1	2	31	9	7	0	6	-0.4	-5	-2
Cn1c(CCCNC(=O)c2ccccc2)nc2ccccc21	-2	-4	9	-19	-5	-17	-1	1	1.9	-1	11
O=C1C[C@@H](c2ccccc2)Oc2cc(O)cc(O)c21	-32	-8	-5	-22	-8	-7	2	3	0.5	6	-22
CCOc1ccc(Cl)cc1S(=O)(=O)n1cnc2ccccc21	-12	-2	-28	12	-9	8	5	6	-1.3	2	10
O=C(COc1ccccc1-c1ccccc1)NCc1ccco1	13	0	-17	-1	-12	-8	-2	/	0.5	-5	-13
COc1ccc(C(c2c(NC(=O)c3ccccc3)sc(C)c2C)N2CCN(CCO)CC2)cc1 (stereo unspecified)	11	13	-14	1	-4	13	-2	-6	-1.1	3	-17
O=S(=O)(c1ccc(Cl)cc1)n1c(Cc2ccccc2)nc2ccccc21	-7	-4	7	0	-38	9	-2	-1	-0.9	-1	-2
NC(=O)[C@@H]1CCCN1C(=O)c1cc(COc2ccc(F)cc2F)on1	0	0	-15	-26	3	-42	6	4	-2.3	1	-12
O=C1C2CC=C(Cl)CC2C(=O)N1CCC[n+]1cccc2ccccc21 (stereo unspecified)	-15	2	11	-17	0	-1	-1	-8	0.5	-7	3
CC1CC(C)CN(C(=O)COC(=O)/C=C/c2cccc([N+](=O)[O-])c2)C1 (stereo unspecified)	-24	-3	-24	10	-3	-8	7	3	-0.1	-10	-22
Cc1ccc(Nc2cc(C)nc(NCc3ccccc3)n2)cc1	18	12	8	29	11	14	23*	-6	-0.4	2	20
COc1ccc(-c2nnc(SCC(=O)N3CCC(Cc4ccccc4)CC3)o2)cc1OC	-1	-2	-13	7	10	12	-1	-3	-1.4	1	7
NS(=O)(=O)c1ccc(NC(=S)NC(=O)c2cccs2)cc1	7	-2	-21	-11	0	-5	-6	-10	-1.0	4	9
CC(C)(CC(=O)O)CC(=O)N1CCN(c2cc(C(F)(F)F)nc3ccccc23)CC1	4	23	/	/	0	-31	-3	-12	2.0	-9	-1
Cc1cc(NCc2ccccn2)n2nc(C)c(-c3ccc(Cl)cc3)c2n1	-7	3	15	-11	-10	4	2	0	-2.3	2	-9
CN(C)/C=N/c1nc2nccc(-c3cccc(Cl)c3)n2n1	7	-5	-20	-32	7	16	0	-5	-1.4	-3	-5
Cc1cc(OCC(=O)NCCc2c[nH]c3ccccc23)c2c(C)c(C)c(=O)oc2c1	2	8	-12	3	2	2	0	-3	0.8	10	-14
Cc1ccc(C)n1CCN1CCN(C(=O)c2ccco2)CC1	-2	6	13	10	-7	4	-6	0	-2.3	0	-11
NC(=S)Nc1cccc2cccnc12	-8	2	-18	5	4	16	5	4	-1.9	3	-32
COC(=O)C(NNc1ccccc1)(NC(=O)c1ccccc1F)C(F)(F)F (stereo unspecified)	0	5	-5	-7	1	0	-2	7	-2.2	-14	-11
NC(=S)NN=Cc1c[nH]c2nccnc12	24	-6	-22	22	6	4	-45	-6	-11	1	3
CC1(C(=O)NCc2ccccc2)CN(S(C)(=O)=O)CC(=O)N1Cc1cccc(C(F)(F)F)c1 (stereo unspecified)	-15	/	-18	1	/	/	-3	/	/	-1	/
O=Cc1cc2ccccc2nc1SCCCF	-2	-15	-18	3	-3	2	-3	11	-2.4	10	-10
Cc1ccc(Nc2nc(N)nc(CN3CCc4ccccc4C3)n2)cc1	-13	13	21	-7	1	-13	6	3	-0.1	-6	-7
COC(=O)/C=c1\sc2ncnn2c1=O	2	15	-10	12	-4	-6	10	5	1.2	-4	5
Cc1ccc([N+](=O)[O-])cc1S(=O)(=O)Nc1ccc(OCC(=O)N2CCOCC2)cc1	1	6	18	-2	-4	-19	-3	-6	-2.8	-5	-29
CC(C)CSc1n[nH]c(N)n1	-9	19	9	-3	5	11	-2	-13	0.6	3	-9
OCCN1CCSC1=S	4	14	-8	19	6	-3	-8	-12	-1.9	-7	5
CC(CN1CCCC1)OC(=O)c1ccc(F)cc1 (stereo unspecified)	1	-6	0	-2	6	-5	3	4	-3.2	-10	12
COC(=O)CC1=C(C(=O)OC)C(c2ccc3c(c2Cl)OCO3)C(C#N)=C(N)O1 (stereo unspecified)	-5	3	-18	-10	4	12	3	-5	0.3	-11	-5
Cc1ccc(/C=N/n2c(-c3ccccc3)n[nH]c2=S)cc1	11	-4	-8	10	1	6	-7	-2	-0.5	7	-13
COc1ccc(NC(=O)CN(C)CC(=O)Nc2ccccc2SC)cc1Cl	1	2	-32	9	9	14	4	0	-1.7	4	2
NS(=O)(=O)c1ccccc1	-5	8	5	8	1	16	-6	1	-0.2	-6	-10
CCC1(CC)C(=O)C2=C3C1[C@H](C(=O)OC)C=C(C(=O)OC)C[C@H]3n1c(=O)n(-c3ccccc3)c(=O)n1[C@H]2C (stereo partly specified)	-10	10	-10	3	1	6	5	2	0.9	-3	7
CC1(C)CC(=O)C(CC(=O)NC(=O)NCc2ccccc2)=C(O)C1	11	5	-30	-22	-8	9	0	-7	0.1	5	0
O=C(Nc1cccc(Cl)c1)Nc1ccc2c(c1)OCO2	-90	15	-45	-28	-34	-81	-2	-8	2.1	-1	-78
Cc1ccc(/C=N/NC(=O)Cn2nc(C)c(Br)c2C)o1	8	2	10	8	-1	-6	-5	-4	-1.2	0	-4
NC(c1csc(NC(=O)Nc2ccccc2Oc2ccccc2)n1)c1ccccc1Cl (stereo unspecified)	5	0	-11	8	/	-9	-5	/	5.1	0	4
C=CCNS(=O)(=O)NC(=O)C1=C(N2CCCC2)COC1=O	19	2	-3	-2	0	-6	17	-1	0.9	0	-13
Cc1sc2nc(SCC(=O)N(C)c3ccccc3)n(C)c(=O)c2c1C	-7	6	-13	12	-5	27	8	-9	1.9	-9	-16
Cc1cc(C)cc(NC(=O)C(=O)NCc2ccccn2)c1	7	0	8	0	-9	15	0	7	0.5	-12	18
CC(=O)Nc1cccc(C(=O)OC(C)C(=O)NC2CCCc3ccccc32)c1 (stereo unspecified)	13	0	-3	-2	5	27	2	-1	-2.2	-11	-7
CC(=O)N(C)c1ccc(NC(=O)c2ccc([N+](=O)[O-])cc2Cl)cc1	-11	8	18	-6	7	8	3	7	-1.4	-1	17
CCOC(=O)N1CCN(CC(=O)Nc2ccc(F)cc2F)CC1	-13	12	14	9	-3	4	-9	2	-0.2	1	-11
C=CCNC(=S)NNC(=O)COc1ccc(Br)cc1	-22	-3	0	16	-6	23	0	-1	-2.2	-4	2
CCN(CCNC(=O)C1CCN(Cc2nc(-c3ccc(Cl)cc3)oc2C)CC1)c1ccccc1	7	4	-12	21	-8	5	15	-1	1.2	-7	-18
CN1C(=S)SC(/[N+]([O-])=C\c2ccco2)C1(C)C (stereo unspecified)	11	14	-14	-4	-4	19	1	2	0.3	-2	5
Cc1ccc(-c2c(C)c(-c3ccc(F)cc3)nc(N)c2C#N)o1	-24	10	-2	1	-1	8	7	-8	13*	-6	-9
Cc1nc2nc(SCC(=O)O)nn2c(C)c1Cc1ccccc1Cl	-9	5	-29	-9	-6	1	2	5	0.2	4	1
COc1ccc(NC(=O)c2oc3ccccc3c2C)c(OC)c1	-16	2	-27	-15	-19	-55	3	-3	14*	6	-56
COc1ccc(OC)c(/C=C/C(=O)OCC(=O)N2C(C)CCCC2C)c1 (stereo unspecified)	14	-2	-3	0	-4	-6	4	1	-1.2	21*	-4
O=C1NC2(CCCCC2)N(C(=O)c2ccccc2)C2=C1CCCC2	-1	10	-5	22	-9	7	-1	-19	-2.9	3	4
COc1ccc(CNc2cc([N+](=O)[O-])ccc2OC)cc1	-15	1	-3	5	5	13	-5	0	-2.7	-1	-14
CCN(C(=O)COC(=O)CCNS(=O)(=O)c1ccccc1F)c1c(N)n(Cc2ccccc2)c(=O)[nH]c1=O	0	4	-7	1	-8	12	-11	-3	-1.6	0	2

A portion of the library. The share of hits here may be higher or lower than overall.
